# From PubChem
# D2 agonist: HTS Assay for Allosteric Agonists of the Human D2 Dopamine Receptor: Primary Screen for Agonists | activation, % at 2 µM | AID 485358, 2010 | HEK293 T-REx D2 cells, calcium flux agonist mode | 340,000 tested, 0.53% active;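 active = activation over 3 SD above normal in the single-dose calcium agonist read, cut at about 30% in these data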; note: 0% is about no effect
# Target sequence (P14416 whole entry, looked up): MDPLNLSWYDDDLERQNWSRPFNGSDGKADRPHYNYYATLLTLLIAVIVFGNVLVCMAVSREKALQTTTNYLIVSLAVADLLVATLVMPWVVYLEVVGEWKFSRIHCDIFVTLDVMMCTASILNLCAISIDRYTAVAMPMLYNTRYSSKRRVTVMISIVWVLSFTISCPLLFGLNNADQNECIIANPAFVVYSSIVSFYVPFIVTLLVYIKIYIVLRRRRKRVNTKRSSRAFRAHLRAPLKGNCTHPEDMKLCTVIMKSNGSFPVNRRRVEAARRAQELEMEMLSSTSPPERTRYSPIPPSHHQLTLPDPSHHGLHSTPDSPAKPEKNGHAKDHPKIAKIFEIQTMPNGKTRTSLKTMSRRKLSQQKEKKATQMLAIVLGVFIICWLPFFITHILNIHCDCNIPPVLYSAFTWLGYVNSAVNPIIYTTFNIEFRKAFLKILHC
#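 Tetracycline-induced HEK293 T-REx cells with force-coupled D2 receptor, plated overnight at 30 C, loaded with no-wash calcium dye. After a 10 s baseline, compound was pin-added and calcium flux read kinetically for 180 s; calcium rises flagged agonists.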
# D2 antag: HTS Assay for Allosteric Antagonists of the Human D2 Dopamine Receptor: Primary Screen for Antagonists | D(2) dopamine receptor (Homo sapiens), P14416 | HEK293 TREx D2 cells, calcium flux, dopamine EC80 | inhibition, % at 10 µM | 340,000 tested, 2% active | AID 485344, 2010; in the data active = inhibition above about 30%; note: 0% is about no effect
#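 Dopamine at EC80 is the agonist stimulus; test compounds precede it by 180 s. Calcium flux read kinetically in a force-coupled, inducible HEK293 T-REx D2 cell line.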
# Vif-A3G inh: qHTS for Inhibitors of Vif-A3G Interactions: qHTS | DNA dC->dU-editing enzyme APOBEC-3G (Homo sapiens), Q9HC16 | HeLa A3G-eYFP + Vif (tagged APOBEC3G with the HIV-1 protein that degrades it), YFP fluorescence, overnight | Potency, µM (series often up to 46.1 µM), inactives show top-dose activity, negative = active, usual class: inhibitors | 410,000 tested, 0.076% active | AID 602310, 2012;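 note: potency is the fitted concentration of half-maximal effect; % is set by controls: 0 for no effect and ±100 for the full control effect; nearly all actives have a fitted effect of over 60% in size; hits raise eYFP signal because A3G escapes Vif-driven loss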
#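 Read-out is eYFP fluorescence (Ex 488/Em 500-530) from Vif-expressing HeLa A3G-eYFP cells; more signal means A3G escaped Vif-mediated degradation. Cells plated overnight, compound pinned in, incubated overnight at 37 deg C.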
# RGS4 inh: Inhibitors of Regulator of G Protein Signaling (RGS) 4: qHTS; Regulator of G-protein signaling 4 (Homo sapiens), P49798; Transcreener GDP fluorescence polarization, RGS4-accelerated GTP hydrolysis; Potency, µM (titrated, usually from 114 µM), inactives show at the highest dose activity change, negative = inhibition, hits mostly inhibitors; 390,000 tested, 0.039% active; note: potency is the fitted concentration of half-maximal effect; % is set by controls: 0 for no effect and ±100 for the full control effect; nearly all actives have a fitted effect of over 75% in size; some results filed as inactive show a strong effect at the top dose
#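 MLSMR compounds (23 nl, pin-transferred) preincubated 10 min at room temperature with a 500nM (2x) first reagent, then RGS4 at 900nM (2x) plus Transcreener GDP mix added; fluorescence polarization (620/688 nm) read before and after 90 min at 30 °C.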
# Vif-APOBEC3F blk: qHTS for Inhibitors of Vif-A3F Interactions: qHTS. HeLa A3F-eYFP + Vif (tagged APOBEC3F with the HIV-1 protein that degrades it), YFP fluorescence increase. Potency, µM (highest dose often 46.1 µM), for inactives: top-dose activity, negative = active. 390,000 tested, 0.2% active. AID 602313, 2012; note: potency is the fitted concentration of half-maximal effect; % of control where 0% means no effect; nearly all actives have a fitted effect of over 65% in size
#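 HeLa cells stably expressing Vif plus C-terminally eYFP-tagged A3F were seeded, incubated overnight at 37 deg C, dosed with compound, incubated overnight again at 37 deg C. Yellow fluorescence (Ex 488/Em 500-530) reported blocked Vif-mediated A3F-eYFP degradation.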
# ALOX12 inh: Primary qHTS assay for inhibitors of human arachidonate 12S-lipoxygenase (ALOX12): Round 2; purified 12hLO, xylenol orange hydroperoxide absorbance; 580,000 tested, 1.1% active; AID 1671190, 2021; Potency, µM (highest dose often 108 µM), without a hit: at the highest dose activity change, negative = inhibition, actives largely listed as inhibitors; Polyunsaturated fatty acid lipoxygenase ALOX12 (Homo sapiens), P18054; note: potency is the fitted concentration of half-maximal effect; % is set by controls: 0 for no effect and ±100 for the full control effect
# Target sequence (P18054 whole entry, looked up): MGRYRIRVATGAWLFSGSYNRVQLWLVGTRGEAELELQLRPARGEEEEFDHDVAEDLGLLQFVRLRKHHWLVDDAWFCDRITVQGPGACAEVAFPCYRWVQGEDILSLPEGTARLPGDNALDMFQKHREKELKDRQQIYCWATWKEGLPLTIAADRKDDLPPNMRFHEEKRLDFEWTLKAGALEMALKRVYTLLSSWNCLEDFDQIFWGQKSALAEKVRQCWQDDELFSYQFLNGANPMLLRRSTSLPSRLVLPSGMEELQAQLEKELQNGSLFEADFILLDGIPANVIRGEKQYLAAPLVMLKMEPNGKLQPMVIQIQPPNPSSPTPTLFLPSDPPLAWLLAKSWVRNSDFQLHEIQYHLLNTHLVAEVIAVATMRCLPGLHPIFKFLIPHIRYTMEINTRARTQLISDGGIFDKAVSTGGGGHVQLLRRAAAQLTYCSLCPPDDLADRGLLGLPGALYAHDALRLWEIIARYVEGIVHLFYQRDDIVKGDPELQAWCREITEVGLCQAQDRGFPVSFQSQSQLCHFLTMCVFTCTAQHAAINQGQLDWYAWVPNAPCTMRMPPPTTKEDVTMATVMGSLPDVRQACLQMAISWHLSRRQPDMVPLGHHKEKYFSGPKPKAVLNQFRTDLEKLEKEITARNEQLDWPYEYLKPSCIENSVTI
#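 Purified human 12hLO at 150 nM in 25 mM Hepes, 0.01% Triton X-100, pH 7.0, preincubated 15 min at room temperature with compound. Reaction started with 40 uM arachidonic acid, 30 min at room temperature. Hydroperoxide measured by Fe-xylenol orange, 573/405 nm absorbance ratio.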
# ERG-DNA inh: qHTS for Small Molecule Inhibitors of the ERG Ets/DNA interaction; AID 624246, 2012; Transcriptional regulator ERG (Homo sapiens), P11308; 370,000 tested, 0.028% active; Potency, µM (top dose mostly 76.9 µM), for inactives: at the top dose FP activity, negative = inhibition, most hits filed as inhibitors; fluorescence polarization, His-ERG Ets domain / labelled DNA; active = well fitted inhibition curve with a large enough effect in the polarisation, with a control signal flat; inconclusive = small, poorly fitted or top-dose-only effect, or effect the other way, or a change in a side signal; inactive = no such curve, though single readings can be large or run the other way; the % refers to the polarisation;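 note: polarization taken with two DNA probes labelled with fluorescein and Texas red; potency is the fitted concentration of half-maximal effect; % of control where 0% means no effect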
#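 His-tagged ERG Ets domain (1 uM in the protein solution; 300mM KCl, 50mM Tris-HCl, 1mM EDTA, 1mM DTT, pH 7.5) received compound, then a probe mix of 5 nM fluorescein-DNA and 100nM Texas-615-DNA. Fluorescence polarization was read for both dyes.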
# Glioma ERSR ind: qHTS for Inducers of the Endoplasmic Reticulum Stress Response (ERSR) in Human Glioma: qHTS. U87-MG GRP78 promoter luciferase reporter, 16 h. Potency, µM, inactives show top-dose activation, most hits filed as activators. AID 602332, 2012. 420,000 tested, 0.02% active; note: potency is the fitted concentration of half-maximal effect; series mostly up to about 76 µM; % of control where 0% means no effect; nearly all actives have a fitted effect of over 35% in size
#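 Stably transfected U87-MG glioma cells carrying a GRP78-based luciferase sensor; 16 h compound incubation. Luminescence end-point read 10 min after Bright-Glo addition at room temperature.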
# LDHA inh: qHTS assay for inhibitors of human lactate dehydrogenase | AID 1347041, 2019 | activity change, % (values are at about 110 or 230 µM) | 480,000 tested, 0.15% active | L-lactate dehydrogenase A chain (Homo sapiens), P00338 | purified LDHA, NADH/diaphorase-resazurin fluorescence; active compounds read low; in the data active = activity change below about -30%; inconclusive = mostly about -25% to -30%;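 note: plate controls were DMSO wells for no effect and wells without enzyme for full effect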
#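 Resorufin fluorescence (ex540/em590), read at 0 and 20 min after diaphorase/resazurin addition, reports the NADH left after a 5 min room-temperature reaction of 2 nM human LDH5 with 0.06 mM NADH and 0.2 mM pyruvate.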
# * = called active by the depositor; ? = inconclusive; / = not tested or not shown; & = joins results of further samples; [ ] = another dose, or the depositor's remark. Unless noted, calls come from the whole dose curve; as a rule, active = well fitted curve in the direction sought with a large enough effect; inconclusive = small, poorly fitted or top-dose-only effect, or another doubt; inactive = no such curve, though single readings can be large; an effect the other way counts as inactive or inconclusive. Only part of the results is shown (hit frequency here may not be typical).
SMILES,D2 agonist,D2 antag,Vif-A3G inh,RGS4 inh,Vif-APOBEC3F blk,ALOX12 inh,ERG-DNA inh,Glioma ERSR ind,LDHA inh
CCO/C=C1/C(=O)N(C(C)=O)c2ccccc21,13,8,0%,-5%,0%,-13%,-10%,-2%,2
COc1ccc(NC(=O)Cc2ccc(C)cc2)c([N+](=O)[O-])c1,1.5,4,0%,8%,-10%,-10%,-3%,-3%,-10
Cc1cc(C(=O)Nc2ccccc2N2CCOCC2)c(C)o1,0.6,-12,-2%,-23%,3%,195%[activator],5%,-2%,-6
CCCc1nc2ccccc2c(C(=O)OCC(=O)N2CCc3ccccc32)c1CC,0.5,3,0%,-21%,-8%,-18%,-5%,-4%,4
CC1(C)C[C@H](O)[C@]2(CO)[C@H](O)C[C@]3(C)C(=CCC4[C@@]5(C)CC[C@H](O)C(C)(C)C5CC[C@]43C)[C@@H]2C1 (stereo not given in full),/,/,?,-2%,-1%,15%,-4%,4%,-6
C[C@@H]1CCCCO[C@H](CN(C)C(=O)Cc2ccccc2)[C@@H](C)CN([C@H](C)CO)C(=O)c2cc(N(C)C)ccc2O1,/,/,-2%,/,1%,-25%,/,-6%,2
CC(C)C[C@@H](COc1ccccc1)N1CCN(CCc2ccccc2)CCC1=O,-0.7,21,-1%&2%,-11%,2%,11%,-3%,-4%&0%,1
COc1ccc(Cn2c(CCC(=O)O)nc3cccnc32)cc1,0.6,-4,-4%,13%,-4%,6%,-6%,-5%,1
O=C(NC1=NCCS1)C1CC(=O)N(c2ccccc2)C1 (stereo not given),0.1,27,2%,30%,3%,-22%,3%,-4%,-2
O=S(=O)(CC12C3C4C5C1C2C(Br)(C43)C51OCCO1)c1ccccc1 (stereo not given),0.1,-11,-2%,19%,6%,-17%,-5%,-3%,-10
CC(=O)Nc1ccc(S(=O)(=O)Nc2nccc(C)n2)cc1,0.4,1,0%,24%,5%,-30%,20%,-1%,-4
Cc1ccc(-c2cn3cc([N+](=O)[O-])ccc3n2)cc1,-2.0,-8,-10%,-38%,-5%,8%,-3%,-12%,-11
O=C(Cc1ccc(Br)cc1)OCC(=O)N1CCCCCC1,/,/,0%,-4%,1%,-6%,8%,-4%,-1
Cc1ccc(Cl)cc1N1CCN(C(=O)CN2C(=O)COc3ccc(S(=O)(=O)N4CCCCCC4)cc32)CC1,-1.0,/,-2%,10%,-4%,-11%,-2%,-3%,3
Cc1cc(C)nc(SCc2ccc(C(=O)NNC(=O)Nc3cccc(Cl)c3)cc2)n1,-0.5,-2,-12%,-27%,3%,-28%,9%,-15%,-1
CSCCC(NC(=O)c1ccco1)C(=O)NCc1ccc(F)cc1 (stereo not given),-1.6,-18,1%,-45%,-1%,-9%,1%,-2%,0
CN(CC(=O)Nc1cccc(S(=O)(=O)N2CCCC2)c1)Cc1ccccc1,/,/,2%,-4%,-2%,?,-23%,-3%,1
COc1ccc(C2CC(c3cccs3)=NN2C(=O)CSC2=NN3CCCC(=O)N=C3S2)cc1 (stereo not given),-0.4,11,-1%,-27%,4%,37%,-1%,-3%,3
Cc1ccccc1NC(=O)CSc1nc(-c2ccc(F)cc2)nc2c1Cc1ccccc1O2,1.0,/,-1%,12%,-9%,-9%,2%,1%,-7
Cc1ccc(-c2nc3c(c(SCC(=O)N(C)c4ccccc4)n2)Cc2c(CO)cnc(C)c2O3)cc1,/,/,3%,-35%,0%,?,5%,-3%,-3
Cc1ccc(S(=O)(=O)N(C)c2ccc(OC(C)C(=O)N3CCCC3)cc2)cc1C (stereo not given),0.2,1,-1%,36%,-8%,-5%,-3%,-3%,-13
CCCCC(=O)NC(NC(=S)N1CCOCC1)C(Cl)(Cl)Cl (stereo not given),0.1,13,-4%,-18%,-1%,-13%,1%,1%,5
Cc1cccc(Nc2ncnc3onc(-c4cccc(Cl)c4)c23)c1,0.7,-25,2%,-2%,-1%,10%,16%,-3%,-2
C/C(CC(=O)NCc1ccccc1)=N\NC(=O)c1cnccn1,0.5,-7,-6%,-4%,-20%,11%,5%,-2%,-1
FC(F)(F)c1ccc(Cl)c(NC(=S)NC2CC2)c1,-0.9,-12,2%,-3%,7%,-23%,28%,-2%,0
CCCOc1ccc(/C=c2\sc3ncnn3c2=O)cc1,1.2,-5,-4%,-3%,-11%,-6%,-5%,-6%,-5
CCCn1c(N)c(C(=O)CSc2ncc(C(F)(F)F)cc2Cl)c(=O)[nH]c1=O,0.9,6,1%,3%,?,13%,1%,0%,-12
Cc1ccc(C(NC(=O)C2CCN(Cc3ccc(Cl)c(Cl)c3)CC2)c2ccccn2)cc1 (stereo not given),/,/,-2%,/,/,?,/,-3%,0
COCCn1nnnc1C(c1cc2ccc(C)cc2[nH]c1=O)N(Cc1ccco1)Cc1cccs1 (stereo not given),0.2,-9,0%,11%,-4%,-34%,-3%,-2%,1
COc1ccc(NC(=O)c2ccc3c(c2)C(=O)N(CC2CCCO2)C3=O)cc1 (stereo not given),0.1,4,-1%,-1%,-20%,1%,0%,2%,-7
O=C(c1ccc(=O)[nH]n1)N1CCc2ccccc2C1,0.1,9,0%,-9%,0%,-9%,11%,0%,0
Cc1cc(NC(=O)CSCc2ccccc2)no1,-1.2,-1,-1%,-28%,1%,-13%,12%,1%,3
O=c1ccn(CCc2c[nH]c3ccccc23)c2c1CCCC2,43*,19,-3%,-46%,5%,234%[activator],-14%,-1%,-6
CCOC(=O)c1cccc(NC(=O)Cc2ccc(NC(=O)N3CCCCc4ccccc43)cc2)c1,-0.1,/,-1%,-8%,1%,-8%,0%,-2%,1
Cc1ccc(-n2ccnc(SCC(=O)NC3CCCC3)c2=O)cc1F,0.0,-9,0%,-34%,-3%,14%,-1%,-2%,-5
Cc1ccc2nc(NCCNC(=O)c3ccccc3)c(C#N)cc2c1,/,/,0%,0%,-4%,-22%,-7%,0%,-11
O=C(Nc1ccc([N+](=O)[O-])cc1)c1ccc(Cn2cc([N+](=O)[O-])cn2)cc1,0.9,29,5%,-30%,-7%,-9%,8%,-6%,-1
O=S(=O)(c1cccc(-c2nc3ccccc3s2)c1)N1CCOCC1,0.4,10,1%,17%,-4%,-9%,-1%,2%,-8
COc1ccc(-c2cc(=O)oc3cc(OC(C)C(=O)NCCCn4ccnc4)ccc23)cc1 (stereo not given),-1.2,-22,1%,6%,2%,21%,5%,-3%,-3
COc1ccc(CNC(=O)c2cccc(N3CCCC3=O)c2)cc1,0.3,-1,0%,-15%,-2%,-30%,0%,-1%,-1
Cc1ccc(NC(=O)CN(C)C(=O)CCSc2ccc(F)cc2)cc1,0.0,8,4%,-10%,2%,0%,-11%,-2%,-4
Cc1ccc(SCC(=O)NCc2ccco2)cc1,1.5,19,0%,-14%,0%,?,7%,-1%,-2
Cc1ccc(OCCC(=O)OCC(=O)NCCc2ccccc2)cc1,-0.1,6,-2%,-5%,8%,-5%,-3%,-4%,-10
Cc1cc(-c2nc(-c3ccncc3)no2)ccc1[N+](=O)[O-],1.6,-16,-2%,-10%,-2%,?,4%,-2%,-2
Nc1nc(-c2cc3ccccc3o2)cs1,-0.5,11,-2%,-34%,3%,0%,-2%,8%,-9
O=C(N/N=C/c1ccco1)c1cc([N+](=O)[O-])cc([N+](=O)[O-])c1,/,/,-1%,-6%,-13%,?,13%,-4%,2
Cc1cc(S(=O)(=O)NCc2ccncc2)c(C)cc1Br,-0.2,-16,0%,18%,3%,-16%,22%,-1%,-7
O=C(c1ccc(Cl)c(S(=O)(=O)N2CCCC2)c1)N1CCOCC1,-0.1,-14,0%,16%,-11%,3%,8%,-4%,-4
CC1=C(C(=O)OC(C)(C)C)C(c2cccs2)NC(=O)N1 (stereo not given),-0.4,-8,1%,7%,-1%,3%,-2%,1%,-6

# Grouped by structure: those above with an NH in an aromatic ring.
SMILES,D2 agonist,D2 antag,Vif-A3G inh,RGS4 inh,Vif-APOBEC3F blk,ALOX12 inh,ERG-DNA inh,Glioma ERSR ind,LDHA inh
CCCn1c(N)c(C(=O)CSc2ncc(C(F)(F)F)cc2Cl)c(=O)[nH]c1=O,0.9,6,1%,3%,?,13%,1%,0%,-12
COCCn1nnnc1C(c1cc2ccc(C)cc2[nH]c1=O)N(Cc1ccco1)Cc1cccs1 (stereo not given),0.2,-9,0%,11%,-4%,-34%,-3%,-2%,1
O=C(c1ccc(=O)[nH]n1)N1CCc2ccccc2C1,0.1,9,0%,-9%,0%,-9%,11%,0%,0
O=c1ccn(CCc2c[nH]c3ccccc23)c2c1CCCC2,43*,19,-3%,-46%,5%,234%[activator],-14%,-1%,-6
